Source: PubChem
12-LOX inh = Primary qHTS assay for inhibitors of human arachidonate 12S-lipoxygenase (ALOX12): Round 2; Polyunsaturated fatty acid lipoxygenase ALOX12 (Homo sapiens), P18054; purified 12hLO, xylenol orange hydroperoxide absorbance; Potency, µM (series often up to 108 µM), for the others: at the highest dose activity change, negative = inhibition, hits mostly inhibitors; 580,000 tested, 1.1% active; AID 1671190, 2021; active means well fitted inhibition curve with a large enough effect; inconclusive means small, poorly fitted or top-dose-only effect, or another doubt; inactive means no such curve, though single readings can be large or run the other way
Target sequence (P18054 whole entry, looked up): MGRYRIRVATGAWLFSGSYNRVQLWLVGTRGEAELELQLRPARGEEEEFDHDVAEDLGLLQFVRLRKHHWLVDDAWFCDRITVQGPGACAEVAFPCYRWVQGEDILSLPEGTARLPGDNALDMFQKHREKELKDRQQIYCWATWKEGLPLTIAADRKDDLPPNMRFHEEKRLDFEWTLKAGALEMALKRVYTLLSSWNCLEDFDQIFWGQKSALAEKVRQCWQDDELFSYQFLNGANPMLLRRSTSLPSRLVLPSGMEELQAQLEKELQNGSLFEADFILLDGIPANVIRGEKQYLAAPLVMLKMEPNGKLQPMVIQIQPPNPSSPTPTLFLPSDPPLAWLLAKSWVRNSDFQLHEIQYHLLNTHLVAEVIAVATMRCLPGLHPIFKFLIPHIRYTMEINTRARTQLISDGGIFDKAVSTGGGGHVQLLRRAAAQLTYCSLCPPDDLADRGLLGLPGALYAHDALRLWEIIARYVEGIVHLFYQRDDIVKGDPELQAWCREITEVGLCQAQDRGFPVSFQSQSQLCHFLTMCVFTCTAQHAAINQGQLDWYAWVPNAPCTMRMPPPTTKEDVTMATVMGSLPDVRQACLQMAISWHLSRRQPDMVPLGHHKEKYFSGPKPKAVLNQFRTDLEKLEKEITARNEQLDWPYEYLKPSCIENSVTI
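Purified human 12hLO at 150 nM in 25 mM Hepes, 0.01% Triton X-100, pH 7.0, preincubated 15 min at room temperature with compound. Reaction started with 40 uM arachidonic acid, 30 min at room temperature. Hydroperoxide measured by Fe-xylenol orange, 573/405 nm absorbance ratio.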
* hit, by the source's call; ? = inconclusive; & = joins results of further samples; [ ] = dose if it differs, or a comment. On the % scale 0 is the no-effect control and ±100 the full control effect; potency means the concentration at half of the fitted maximal effect. Not all compounds are listed (hit frequency here may not be typical).

SMILES	12-LOX inh
CCOc1cc(/C=C/C(=O)c2ccccc2Cl)cc(Cl)c1O	35.5µM*
COc1ccc(-c2nc(C)nc3c2CCN(C(=O)c2ccccc2)CC3)cc1	18.8%
COc1ccc(C(=O)N/N=C(/C)c2ccc3c(c2)Nc2ccccc2S3)cc1OC	?
CC(Sc1nnc2c(Cl)cc(C(F)(F)F)cn12)C(=O)c1cccc(Cl)c1 (stereo unspecified)	-23.5%
CC(C(=O)Nc1ccc(F)cc1)N(C)Cc1ccc2c(c1)OCCO2 (stereo unspecified)	8.4%
Cc1ccc(C(=O)NC2CCN(c3cc(-c4ccccc4)[nH]n3)CC2)c(C)c1	-15.4%
CCOc1ccccc1/C=N/O	?
Cc1ccc(S(=O)(=O)N[C@H]2CO[C@H]3[C@@H]2OC[C@@H]3Nc2nccc(C(C)(C)C)n2)cc1	?
Cc1ccc(-c2noc(CNC(=O)COc3cccc(C)c3)n2)cc1	0.2%
Cc1ccc(C2Cn3nnc(C(=O)N4CCC(C(=O)Nc5cccc(Cl)c5)CC4)c3CO2)cc1 (stereo unspecified)	-13.4%
COc1ccc(C2(C(=O)N3CCC4(CC3)N(C)C(=O)CS4(=O)=O)CC2)cc1	31.1%[activator]
CCOC(=O)[C@]12CCCC=C1N(CCc1ccc(OC)c(OC)c1)C(=O)[C@H](CC(=O)NCCCCc1ccccc1)C2	0.8%
COc1ccc(OCC(=O)N2CCN(c3cc(-c4ccccc4)[nH]n3)CC2)cc1	16.4%
NC(=O)c1csc(C2OC(CO)C(O)C2O)n1 (stereo unspecified)	?
O=C(CSc1cccc[n+]1[O-])Nc1cccc2ccccc12	?
Cc1ncsc1C(=O)N1CCCC1Cc1c(F)cccc1Cl (stereo unspecified)	22.5%
Cc1nc(-c2ccc(CNC(=O)c3cnccn3)s2)cs1	-40.0%
COc1ccc(C(=O)N2CC3(C2)C(=O)Nc2ccccc23)cc1	-0.1%[12.5 µM]
O=C(Nc1ccc(F)c(Cl)c1)c1cnc(-c2ccccc2)nc1-c1ccncc1	?
O=C1CCN(C(=O)C2CCN(C(=O)COc3ccccc3)CC2)CCCCCCN1	12.1%
Cn1c(=O)[nH]c(=O)c2c1nc(NCCCO)n2CC(O)COc1ccc(Cl)cc1 (stereo unspecified)	?
Cc1noc(C2CC3(CCN(C(=O)C(C)C)CC3)CN2C)n1 (stereo unspecified)	-3.9%
COc1ccc(C2NC(=S)NC3=C2CCc2ccccc23)cc1 (stereo unspecified)	39.8µM*
O=S(=O)(c1cccnc1)N1CCc2onc(-c3cccc4ccccc34)c2C1	-2.1%
N#CC(C(=O)CCc1ccccc1)C(=O)NC1CCCCC1 (stereo unspecified)	-21.9%

Continued; the last four above are carried over.
SMILES	12-LOX inh
Cc1noc(C2CC3(CCN(C(=O)C(C)C)CC3)CN2C)n1 (stereo unspecified)	-3.9%
COc1ccc(C2NC(=S)NC3=C2CCc2ccccc23)cc1 (stereo unspecified)	39.8µM*
O=S(=O)(c1cccnc1)N1CCc2onc(-c3cccc4ccccc34)c2C1	-2.1%
N#CC(C(=O)CCc1ccccc1)C(=O)NC1CCCCC1 (stereo unspecified)	-21.9%
COC[C@H]1C[C@@H](NCc2cccc3c2OCO3)[C@H](O)[C@@H]1O	15.9%[176 µM]
Cc1ccc(NC(=O)/C(C#N)=C\c2ccccc2OC(F)F)cc1	?
CCc1nnc2ccc(NCc3ccc(F)cc3)nn12	14.8%&60.0%
O=C(CCc1ccc2c(c1)OCO2)NC1CC(=O)N(CC2CCCCC2)C1 (stereo unspecified)	-6.2%
CCN(C)C(=O)C1=COC2=NC(=O)N(Cc3ccccc3C(F)(F)F)CCN12	6.3%
Oc1ccc(-n2nnnc2SCc2ncc(-c3ccccc3)o2)cc1	?
COc1cc(C)ccc1OCc1nnc(SCC(=O)N2CCc3ccccc3C2)n1C	-20.7%
COc1ccc2c(c1OC)C(=O)N1c3ccccc3C(=O)OC21 (stereo unspecified)	-1.7%
COCCN(CC1CCCO1)CC1CCCO1 (stereo unspecified)	-0.7%
Cc1ccc(-c2nc(Cn3cc(C(F)(F)F)ccc3=O)co2)c(C)c1	-17.4%
CC(C)CCC(C)NC(=O)CCCNC(N)=O (stereo unspecified)	46.7%[activator]
COc1ccccc1CN1CCC(C)CC1	?
COc1ccc(-c2nc3cnc(Nc4cccc(OC(F)(F)F)c4)cc3n2C)cc1OC	?
O=C(NCCN1CCCC1)C1CCN(C(=O)N2CC3CC(C2)[C@H]2CCCC(=O)N2C3)CC1 (stereo partly specified)	65.8%[activator]
Cc1cnc(C(=O)N2CCC3(CC2)CC(N(Cc2ccccc2)C2CC2)CCO3)cn1 (stereo unspecified)	6.9%
O=C1c2ccccc2C(=Cc2ccsc2)c2ccccc21	-39.3%
CCCC(=O)N1Cc2ccccc2CC2(CCCN2CCC)C1 (stereo unspecified)	57.7%[activator]
COc1ccc(-c2nc3cnc(N4CCNCC4)nc3n(Cc3ccc(F)cc3)c2=O)cc1	0.0%
Cc1c(C(=O)NC2CCS(=O)(=O)C2)nnn1-c1ccccc1 (stereo unspecified)	0.1%
COc1ccc(-n2ccn(CC(=O)Nc3c(C)cc(C)cc3C)c2=O)cc1	3.3%
C[S+](=O)([O-])c1cccc(-c2ccc3ncn(-c4ccc(F)cc4F)c(=O)c3n2)c1	16.1%[176 µM]
O=C(c1ccco1)N(Cc1cccnc1)Cc1cc2ccccc2[nH]c1=O	2.0%
O=c1ccoc2ccccc12	-1.2%
O=C(Cc1ccsc1)NCCC1CCN(C(=O)Nc2ccc(F)cc2F)CC1	2.2%
O=C(O)C(Br)Cc1ccc(Cl)cc1 (stereo unspecified)	?

An excerpt from above in order of their number in 12-LOX inh, ascending:
SMILES	12-LOX inh
Cc1ccc(-c2nc(Cn3cc(C(F)(F)F)ccc3=O)co2)c(C)c1	-17.4%
COc1ccc(-c2nc3cnc(N4CCNCC4)nc3n(Cc3ccc(F)cc3)c2=O)cc1	0.0%
Cc1cnc(C(=O)N2CCC3(CC2)CC(N(Cc2ccccc2)C2CC2)CCO3)cn1 (stereo unspecified)	6.9%

Additional results.
SMILES	12-LOX inh
CC(=O)N1CCN(C(C(=O)O)c2c[nH]c3ccc(Br)cc23)CC1 (stereo unspecified)	-14.2%
COCc1[nH]nc2c1C(c1ccc(F)cc1)NC2=O (stereo unspecified)	6.6%
CC1=CC[C@H](CC=O)C1(C)C	4.8%[176 µM]
O=c1[nH]c(=O)n(Cc2ccccc2)c2nccc(-c3ccc4c(c3)OCO4)c12	?
O=C(NCc1nnc2cc(-c3nc(C4CC4)no3)ccn12)c1ccc(F)c(Cl)c1	24.4%
O=C(c1cc2ccccc2[nH]1)N1CCc2c(n(Cc3cccnc3)n(-c3ccccc3)c2=O)C1	-15.1%
CN(CC(N)=O)C(=O)[C@@H]1[C@@H](NC(=O)Nc2ccc(F)cc2F)CCN1C(=O)CC(C)(C)C	10.5%
CCSc1nc2c(c(=O)n(C)c(=O)n2C)n1CCc1ccc(OC)cc1	?
Cc1cc(-c2ccnc(-n3ncc(C(=O)NCC(C)(C)N4CCOCC4)c3C)n2)c(C)s1	-0.8%
Cc1ccccc1-c1cc(C(=O)NCCc2ccccc2)c2ccccc2n1	-18.8%
Cc1occc1C(=O)N1CCC(N2CCCC(C(=O)NCc3ccccn3)C2)CC1 (stereo unspecified)	32.9%[activator]
CC1CCC(NC(=O)c2cc(-c3ccc[nH]3)n[nH]2)CC1 (stereo unspecified)	?
COc1ccc2cc(CNC(=O)c3cc4ccc(OC)cc4nc3C)ccc2c1	?
Cc1ccc(C)c(NC(=O)Cn2c(=O)n(-c3ccc(CC(=O)NC(C)C)cc3)c(=O)c3ccccc32)c1	-2.1%
COC(=O)C1=C(C)N(C)C(=NCc2ccc(OC)cc2)NC1c1cccc(Cl)c1 (stereo unspecified)	-13.1%
C[C@@H]1CN(C(=O)CNS(=O)(=O)c2cccs2)C[C@@]1(O)C1CC1	42.7%[activator]
COc1ccccc1N1CCN(C(=O)CCc2conc2-c2ccccc2F)CC1	-4.1%
N#CCCCCS(=O)(=O)c1ccc2c(c1)OCCO2	-50.5%
CCN(CC)C(=O)CCc1c(C)nn(-c2ccccc2C)c1Oc1cccc(F)c1	?
CCNC(=O)COC(=O)c1cc(-c2ccc(F)cc2)nc2ccccc12	-3.9%
CC(=O)Nc1ccc(NC(=O)c2cccc(CN3CCCC(C#N)C3)c2)cc1 (stereo unspecified)	?
CNC(=O)[C@@H]1CN(C(=O)c2cccc(OC)c2C)C[C@H]1COC	46.7%[activator]
COc1ccc(-c2noc(CC3CCN(C(=O)c4cc(OC)c(OC)c(OC)c4)CC3)n2)cc1	15.1%
Cc1cccc(C)c1NC(=O)C1N=Cc2ccccc2N=C1c1cccc(Br)c1 (stereo unspecified)	0.7%
COc1ccc(CN(C)Cc2ccncc2C)c(OCC(O)CN2CCCC2)c1 (stereo unspecified)	152.6%[activator]

Next part
SMILES	12-LOX inh
O=C(N[C@H]1CCOC[C@H]1C1CCOCC1)c1cccc(-n2cnnc2)n1	29.2%
Cc1ccc(C2Cn3nnc(C(=O)N4CCC(C(=O)NCC5CC5)CC4)c3CO2)cc1 (stereo unspecified)	4.1%
CCCNC(=O)c1cc2c(s1)CCN(C(C)=O)C2	34.8%
O=C(Nc1ccc(F)c(F)c1)c1nc2ccccc2nc1N1CCCCC1	-5.1%
COCCC(=O)N1CCC2(CC1)CC(N(Cc1ccccc1)C1CC1)CCO2 (stereo unspecified)	37.1%
O=C(O)c1ccc(CN2Cc3[nH]cnc3C[C@H]2C(=O)NCc2ccco2)cc1	27.2%[176 µM]
Cc1cc(=O)oc2cc(OCC(=O)Nc3nc4ccccc4[nH]3)ccc12	7.0%
COCCN1CCC2(CCC1=O)CCN(C(=O)NC1CCCCC1)CC2	6.7%
O=C(Cc1ccccc1)N1CCC(c2noc(-c3ccncc3)n2)C1 (stereo unspecified)	30.5%[activator]
Ic1ccc(-c2noc(-c3ccco3)n2)cc1	-28.1%
C=CCOC(=O)C1=C(C)N=C2SC=C(CC(=O)N3CCCC3)N2C1c1ccc(OC)cc1OC (stereo unspecified)	7.7%
Cc1ccc2nc(C)c(C(=O)NCC(=O)Nc3c(C)cccc3C)cc2c1	20.8%
CC(C)c1nnc(C2CN(C(=O)Cc3ccccc3Cl)CC23CCOCC3)o1 (stereo unspecified)	38.9%
Cc1cc(C(=O)N2CCCCCC2c2nnc(C)o2)n(C)n1 (stereo unspecified)	-5.2%
CCCNC(=O)c1cn(-c2cccc(Cl)c2)nn1	5.0%
O=C1CCCCC(C(=O)NCc2ccc3c(c2)OCO3)N1 (stereo unspecified)	22.8%
O=C(N/N=C/c1cccs1)c1ccncc1	4.0%
CC(=O)Nc1cccc(C(=O)NCCn2ccn3nc(-c4ccc(F)cc4)cc3c2=O)c1	-9.9%
O=C(Nc1ccccc1)N1CCC2(CC1)CCN(C(=O)c1ccco1)CC2	?
CC1CCCCN1Cc1oc(CO)cc(=O)c1O (stereo unspecified)	?
O=C(NCCCc1ccccc1)C1CN(c2ccc(Cl)cc2)C(=O)N1 (stereo unspecified)	15.2%
COc1ccccc1N1CCN(C(=O)CSc2nnc3c(=O)n(-c4cccc(F)c4)ccn23)CC1	-3.7%
Cc1ccc(CNC(=O)N2CCCCCNC(=O)[C@@H]3CCCC[C@@H]32)cc1	39.7%[activator]
COC(=O)[C@]12CCCCC=C1N(Cc1ccc(Cl)cc1Cl)C(=O)[C@H](CC(=O)NCc1ccc(C)o1)C2	0.0%
CCC1CCCCN1C(=O)C1=CC(c2ccc(OC)cc2)=NS(=O)(=O)N1C (stereo unspecified)	-10.3%

Exported with bars between the fields: seven of the compounds above.
mol | 12-LOX inh
Cc1ccc(C2Cn3nnc(C(=O)N4CCC(C(=O)NCC5CC5)CC4)c3CO2)cc1 (stereo unspecified) | 4.1%
O=C(Nc1ccccc1)N1CCC2(CC1)CCN(C(=O)c1ccco1)CC2 | ?
Cc1cc(-c2ccnc(-n3ncc(C(=O)NCC(C)(C)N4CCOCC4)c3C)n2)c(C)s1 | -0.8%
O=C(NCCCc1ccccc1)C1CN(c2ccc(Cl)cc2)C(=O)N1 (stereo unspecified) | 15.2%
O=C(Nc1ccc(F)c(Cl)c1)c1cnc(-c2ccccc2)nc1-c1ccncc1 | ?
CC(C)c1nnc(C2CN(C(=O)Cc3ccccc3Cl)CC23CCOCC3)o1 (stereo unspecified) | 38.9%
O=C(O)c1ccc(CN2Cc3[nH]cnc3C[C@H]2C(=O)NCc2ccco2)cc1 | 27.2%[176 µM]

Next part
SMILES	12-LOX inh
O=C(O)CNCc1ccccc1	?
c1coc(CN2CC(Oc3ccc(-c4noc(C5CC5)n4)cc3)C2)c1	?
COC(=O)[C@@H]1CCCN1Cc1ccc2c(c1)CN(Cc1ccc3c(c1)OCCO3)CCO2	8.2%
COCc1ccc(C(=O)NCC2COc3c(cccc3OC)C2)s1 (stereo unspecified)	34.4%[activator]
CC(NC(=O)c1ccc(CS(C)(=O)=O)cc1)c1ccccc1F (stereo unspecified)	-12.1%
CNc1nccc(N2CCC(CC(=O)NCCC(C)C)CC2)n1	14.7%
CCC1CCCCN1S(=O)(=O)c1ccc(NC(=O)c2cc(=O)c3cc(C)cc(C)c3o2)cc1 (stereo unspecified)	4.0%
CC1CCCN(c2nc3c([nH]2)c(=O)n(C)c(=O)n3C)C1 (stereo unspecified)	-6.8%
Oc1c(Cl)cccc1C=Nc1cc(C(F)(F)F)ccc1Oc1ccccc1Cc1ccccc1	-23.8%
O=C1Nc2ccc(-c3ccc(Cl)cc3)cc2C(=O)N2CCN(C(=O)c3cccc(F)c3)C[C@H]12	?
CC(CCc1ccccc1)NC(=O)CCn1ccn2nc3c(c2c1=O)CCCC3 (stereo unspecified)	20.9%
CC(=O)N1CCC(Oc2ccccc2)C1 (stereo unspecified)	-5.3%
Cc1cccc(Nc2nc(-c3ccc(C)c(C)c3)cs2)c1	?
COc1ccccc1/C=C/C(=O)c1ccc(C)cc1OC	2.0%
O=C(NCCNCc1c[nH]c2ccccc12)c1ccccc1F	?
